Compound activity (PubChem BioAssay)
CRFR2-BP antag: CRF-BP/CRF-R2 complex antagonism. HEK293 CRF-R2/CRF-BP, CRF-induced calcium fluorescence. hit rate 0.59% among 350,000. inhibition, % at 11.8 µM;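 active means inhibition of the ligand-induced calcium signal above about 50% at the single tested concentration, limit read from the data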
pCIP destab: lowers stability of the mouse p/CIP coactivator protein; decrease of EGFP signal, % at 10 µM; hit rate 0.01% among 290,000; F442A p/CIP-EGFP cells, EGFP fluorescence, 16 h; AID 1984;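 active means EGFP signal decrease of at least 30% at 10 µM or well 3 SD below plate mean, unless failing retest; inactive means the rest, including hits failing retest or dose response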; further: some compounds called inactive have numbers as strong as hits; many of its hits are not listed in these tables
VIM-2 inhibitor: inhibitors of Pseudomonas aeruginosa VIM-2 metallo-beta-lactamase; inhibition, % at 5.6 µM; purified VIM-2, nitrocefin hydrolysis, epi-absorbance fluorescence; hit rate 0.89% among 290,000;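 active means inhibition above the mean of all tested compounds plus 3 SD, cutoff set per screening run, cut at about 7.5% in these data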;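 further: red hydrolysis product quenches plate fluorescence so inhibitors raise well fluorescence; 0% = enzyme with DMSO and 100% = DMSO without enzyme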
IMP-1 inh: inhibitors of Pseudomonas aeruginosa IMP-1 metallo-beta-lactamase | AID 1556 | hit rate 0.45% among 290,000 | purified IMP-1, nitrocefin hydrolysis, epi-absorbance fluorescence | inhibition, % at 5.6 µM;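 active means inhibition above the mean plus 3 SD of all compounds in the same screening run, cut at about 4.5% in these data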;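 further: 0% = IMP-1 with DMSO and 100% = DMSO wells lacking enzyme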
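System: Purified IMP-1 | Read-out basis: Percent enzyme inhibition | Controls: IMP-1 with DMSO as 0%, enzyme-free DMSO as 100% | Replicates: One well per compound | Doses: 5.6 µM nominal single concentration | Detection: Epi-absorbance fluorescence, 480 nm excitation, 530 nm emission | Incubation: 25 °C, 15 min preincubation, 25 min reaction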
NS3 helicase inh: HCV NS3 helicase inhibition; inhibition, % at 10.9 µM; NS3 helicase DNA unwinding, Cy5 molecular beacon fluorescence; hit rate 0.56% among 290,000;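 active means inhibition above the mean of all tested compounds plus 3 SD, set per campaign, cut at about 35% in these data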;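 further: 0% = DMSO wells and 100% = thioflavine S control wells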
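test system = hepatitis C virus NS3 helicase domain fragment enzyme | reagent = annealed dual-labelled DNA beacon duplex, ATP-started | times = 1 h at 25 °C | detection = Cy5 fluorescence, 0 and 60 min reads | read-out basis = percent inhibition from t60/t0 fluorescence ratio | control set = DMSO and thioflavine S | replication = one well per compound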
IDE cell inh: inhibitors of human insulin-degrading enzyme in cells; HEK cells, FAbetaB cleavage, fluorescence polarization; inhibition, % at 5.59 µM; hit rate 0.41% among 320,000;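 active means percent inhibition above the average of all tested compounds plus 3 SD, set per screening campaign, cut at about 16% in these data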;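 further: IDE supplied by intact live HEK cells; FP after avidin binding of uncleaved biotin substrate so inhibition keeps polarization high; 0% = DMSO wells and 100% = 60 µM reference IDE inhibitor Ii1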
GalR3 antag: blocks the human galanin receptor 3; hit rate 0.44% among 360,000; AID 651719; inhibition, % at 3 µM; HEK293 GalR3-CNG cAMP membrane potential fluorescence; galR3 body fused to GalR1 C-terminus;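 active means inhibition above the screen-wide average plus 3 SD, cut at about 13% in these data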;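 further: forskolin and galanin both at EC90 stimulate the cells; cAMP rise reported by CNG channel membrane potential dye signal; 0% = forskolin plus galanin with DMSO and 100% = forskolin alone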
Target sequence (O60755 1-299 limits assumed): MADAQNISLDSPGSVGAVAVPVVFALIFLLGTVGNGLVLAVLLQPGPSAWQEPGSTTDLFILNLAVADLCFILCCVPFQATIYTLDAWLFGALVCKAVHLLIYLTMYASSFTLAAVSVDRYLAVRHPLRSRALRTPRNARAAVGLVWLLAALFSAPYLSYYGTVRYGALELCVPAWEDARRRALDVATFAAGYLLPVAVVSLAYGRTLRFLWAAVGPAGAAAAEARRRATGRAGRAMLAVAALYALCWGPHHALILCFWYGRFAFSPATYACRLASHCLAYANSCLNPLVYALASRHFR
IDE cell activ: IDE (human) activation, cell-based | activation, % at 5.96 µM | P14735 | hit rate 0.073% among 340,000 | AID 493087 | HEK cells, FAbeta-B cleavage, fluorescence polarization; 0% vehicle, 100% cell-free pure enzyme wells;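 active means activation above the mean of all tested compounds plus 3 SD, set per screening campaign, cut at about 17% in these data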
UBC9 SUMO inh: blocks human SUMOylation mediated by UBC9; P63279; HTRF SUMOylation assay, SAE1/SAE2 + UBC9, in vitro; inhibition, % at 35 µM; hit rate 0.36% among 290,000; AID 2006; in the data active means inhibition above about 50%, passing the limit was not always enough; further: strong numbers were not always called active
Target sequence (P63279 whole entry, looked up): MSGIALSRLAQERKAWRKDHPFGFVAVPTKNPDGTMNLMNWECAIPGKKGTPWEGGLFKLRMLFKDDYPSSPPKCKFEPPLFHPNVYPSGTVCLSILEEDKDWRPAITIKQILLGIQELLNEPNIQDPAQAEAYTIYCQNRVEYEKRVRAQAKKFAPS
* marks the source's active call; other numbers are inactive results; · = not tested or not shown.

SMILES	CRFR2-BP antag	pCIP destab	VIM-2 inhibitor	IMP-1 inh	NS3 helicase inh	IDE cell inh	GalR3 antag	IDE cell activ	UBC9 SUMO inh
COc1ccc(N2C(=O)CC(Sc3nccc(C)n3)C2=O)cc1 (centres undefined)	10	9	-0.2	-3.7	-3	1	-3	-3	-13
COc1ccc(-c2nnn(CC(=O)NCCc3ccc(OC)c(OC)c3)n2)cc1	17	-19	0.2	0.9	-6	1	-1	-3	10
CC1CN(C(=O)CN2C(=O)c3ccccc3C2=O)CC(C)O1 (centres undefined)	-18	-8	-3.3	-3.4	11	-1	-3	3	24
CN(C)NC1=CC(=[N+]2CCCC2)CC(C)(C)C1	-6	-5	-0.5	1.2	0	-4	-4	-1	-4
COC(=O)c1cc(NS(=O)(=O)c2ccc(N3CCOCC3)c(NC(C)=O)c2)cc(C(=O)OC)c1	-5	7	-2.3	-4.8	7	7	4	5	-1
COc1cc2c(cc1OC)/C(=C/C(=O)c1ccccc1)NCC2	-11	5	-1.9	-1.0	-6	9	-5	3	18
CCCCOC(=O)c1nnc(-c2ccccc2)o1	4	-16	-2.1	-1.8	-2	1	-3	2	10
Cc1ccnc(OC(C(=O)O)C(OCc2ccccc2)(c2ccc(F)cc2)c2ccc(F)cc2)n1 (centres undefined)	20	-4	-1.7	-6.0	36	2	-4	1	5
COc1ccccc1C(=O)NCc1ccc2c(c1)OCO2	6	-15	0.1	-0.9	7	6	-1	-3	14
O=C1OCC2=C1C(c1ccc(F)cc1)Sc1ccccc1N2 (centres undefined)	-38	-10	-0.9	1.2	-15	2	-1	1	-6
O=C(COc1cccnc1[N+](=O)[O-])NCc1ccc(F)cc1	-1	-3	-3.8	-3.9	12	4	-10	5	14
Cc1ccc(C(O)c2nc3ccccc3n2C)cc1 (centres undefined)	4	-3	-3.5	-2.7	6	·	-7	3	4
Cc1ccccc1NC(=O)c1ccccc1NC(=O)CCC(=O)O	19	6	-2.0	-3.0	-3	0	-2	-1	20
CCOC(=O)C1=C(C)N(CCCC(=O)O)C(=O)NC1c1ccccc1OS(=O)(=O)c1ccc(C)cc1 (centres undefined)	1	10	-2.6	-4.0	1	1	·	-1	-18
COc1ccc(-n2c(=S)[nH]c3c(sc(=S)n3-c3ccccc3)c2=O)c(OC)c1	-8	-12	-4.0	-2.9	-3	2	5	-10	5
CCOc1cc(S(=O)(=O)NCc2ccco2)c(OCC)cc1-n1cnnn1	15	-3	-2.1	-3.9	6	6	4	-2	6
Cn1c(=O)c(C(=O)NCc2ccccc2Cl)c(O)c2ccccc21	65*	0	-1.1	-0.1	-4	1	-10	3	9
O=C(CN1CCN(c2nc(-c3ccccc3)cs2)CC1)Nc1ccc2c(c1)OCO2	-4	-10	-1.3	-1.6	0	2	-6	-4	-24
O=Cc1cccn1-c1cccnc1	-4	-4	-1.8	-2.1	-6	-6	-6	6	7
CC(C)(C)NC(=O)NC(=O)COC(=O)c1c(F)cccc1Cl	-13	9	-1.6	-2.6	-4	4	4	7	8
CS(=O)(=O)N(CC(=O)N1CCN(c2ccccc2F)CC1)c1cccc(C(F)(F)F)c1	10	-1	-2.4	-4.7	-5	0	-4	-1	3
CN1CCN(C(=O)c2cccc(S(=O)(=O)N3CCCCC3)c2)CC1	0	72	-1.0	-3.2	3	4	-1	-4	33
CCOC(=O)C1CCCN(Cc2cccc(Cl)c2)C1 (centres undefined)	-1	-8	-1.4	-0.1	-2	7	-6	-4	-5
O=C(O)CCC(=O)N1CCN(Cc2ccc3c(c2)OCO3)CC1	6	-14	-2.5	-2.0	3	1	-12	4	18
O=C(/C=C/c1cccc([N+](=O)[O-])c1)OCC1CCCO1 (centres undefined)	6	-6	-0.9	-1.5	0	·	-9	1	4
O=C(CC(c1ccccc1)c1cc(Br)ccc1O)NCc1ccco1 (centres undefined)	-1	-11	-2.0	-3.3	4	-3	-2	0	17
Cc1cccc(NC(=S)N=Nc2c(O)n(CN3CCOCC3)c3ccccc23)c1C	15	-7	-4.4	-3.2	-10	-3	0	-4	15
CC(C#N)(Cc1ccccc1)Nc1ccccc1 (centres undefined)	-7	·	·	·	·	2	3	-3	·
C/C(=N\NC(=O)c1ccc(-c2ccccc2)cc1)c1cccc(N)c1	-4	1	0.0	-1.3	4	1	8	-4	10
Cc1cccc(OCCC(=O)NNC(=O)Cn2nc(C)cc2C)c1	-2	·	·	·	·	-3	2	1	·
Cc1c(Cc2ccccc2)sc(NC(=O)c2ccco2)c1C(N)=O	-7	-10	0.8	-2.1	-2	2	-3	2	40
O=C(N/N=C/c1ccccc1)c1ccc2c(c1)OCO2	18	-2	-2.3	-1.9	9	6	-4	4	-4
O=C(Cc1ccc(F)cc1)Nc1ccc(S(=O)(=O)N2CCCCC2)cc1	-26	3	-2.9	-1.5	8	0	-5	4	-5
COc1ccc(/C=C(/C(=O)N2CCCCC2C(=O)O)c2ccc(OC)c(OC)c2)cc1 (centres undefined)	-3	·	·	·	·	4	-7	5	·
O=C1CCCC(O)=C1C(C#Cc1ccccc1)C1=C(O)CCCC1=O	12	-15	-2.8	-3.6	5	7	·	5	8
CCC(C(=O)Nc1nc(C)c(C)s1)c1ccccc1 (centres undefined)	-18	-5	-0.4	-3.0	-22	-2	-10	0	13
O=C(C1CCCN1S(=O)(=O)c1cccc2cccnc12)N1CCc2ccccc21 (centres undefined)	14	-8	-1.0	-0.5	-4	0	0	0	18
CC(NC(=O)CN1C(=O)NC(c2ccccc2)(c2ccccc2)C1=O)c1cccs1 (centres undefined)	-13	·	·	·	·	-3	-2	7	·
COc1ccc(C(=O)OCC(=O)Nc2ccc3[nH]c(=O)[nH]c3c2)c(OC)c1OC	8	·	·	·	·	4	-2	0	·
C=CCn1ccc(=NC=C(C#N)C#N)c2ccccc21	-25	-44	1.1	-1.9	-9	2	-5	0	-4
COC(=O)[C@H](CC(C)C)NC(=O)CCc1nnc(COc2ccccc2)o1	24	1	-0.5	-0.3	7	5	-2	-2	-2
CCOCCCNS(=O)(=O)c1ccc(OC)c(Cl)c1Cl	-2	2	-1.2	-3.0	-3	8	-1	0	-3
NC(=O)Cn1nnc(-c2ccc(NC(=O)c3ccc(F)cc3)cc2)n1	6	-7	-1.6	-1.8	5	-3	1	0	21
COc1cc(C(c2c(C)[nH][nH]c2=O)c2c(C)[nH][nH]c2=O)cc(Cl)c1O	-1	-7	-1.5	-6.4	-3	12	-3	7	-1
O=C(COC(=O)c1ccccc1Nc1ccccc1)c1ccccc1	-10	-5	-1.6	-2.6	-2	-2	-2	-1	10
CC(C)Cc1ccc(S(=O)(=O)Nc2ccccn2)cc1	10	-8	-0.9	-3.6	-11	7	-2	3	38
CCOC(=O)C(=CNNc1ccsc1C(=O)OC)C(=O)OCC	1	4	-1.5	-3.0	-15	-1	-1	5	6
NC(=O)C[C@@H]1NC(=O)[C@H](CCC(=O)O)NC(=O)c2cc([N+](=O)[O-])cc(I)c2OCC[C@@H](C(N)=O)NC1=O	6	1	-0.6	-5.0	-6	0	·	1	10
CC1CCC(NC(=O)CN2C(=O)C3CC=CCC3C2=O)CC1 (centres undefined)	1	·	·	·	·	-2	-6	2	·
Cc1[nH]c(=O)[nH]c(=O)c1S(=O)(=O)Nc1ccc(Br)cc1F	18	-22	-4.3	-4.2	-6	·	-8	6	4

Next section
SMILES	CRFR2-BP antag	pCIP destab	VIM-2 inhibitor	IMP-1 inh	NS3 helicase inh	IDE cell inh	GalR3 antag	IDE cell activ	UBC9 SUMO inh
CCCc1nc(SCC(=O)NCc2ccco2)c2c(=O)n(C)c(=O)n(C)c2n1	6	-3	-3.3	-0.9	17	1	·	-3	1
O=[N+]([O-])c1ccc(N(CC(O)CN2CCCCC2)S(=O)(=O)c2ccccc2)cc1 (centres undefined)	-27	0	-6.1	-2.6	-1	0	-3	2	2
COc1ccc(CCNc2c(N)n(Cc3ccccc3)c(=O)[nH]c2=O)cc1OC	2	0	2.4	-0.2	-2	3	1	-1	0
CN(C)S(=O)(=O)N(CC(=O)N1CCN(c2ccccc2)CC1)c1ccccc1	30	13	-3.0	-2.9	0	3	-3	0	9
COCC(C)n1c(SCC(=O)NC2CCCCC2C)nc2ccccc2c1=O (centres undefined)	6	·	·	·	·	1	-3	0	·
O=C(CCCc1ccccc1)N1CCc2ccccc21	-3	-12	-1.4	-3.7	-17	0	-3	0	15
CCOc1ccc(NC(=O)C2CCN(S(=O)(=O)c3cccnc3)CC2)cc1	7	0	-4.0	-4.8	-3	2	-1	5	3
NC(=O)COC(=O)c1cccc(NS(=O)(=O)/C=C/c2ccccc2)c1	-5	-4	-2.0	-1.7	-14	-3	-5	1	-4
COc1ccccc1NS(=O)(=O)c1cc2c3c(c1)CCN3C(=O)CC2	-2	·	·	·	·	-1	2	4	·
CCc1ccc(OCC(=O)Nc2ccc(N3CCN(C(=O)c4ccccc4)CC3)cc2)cc1	15	-8	0.3	-0.8	-3	1	0	-4	6

Four compounds out of the list, ordered by formula weight, high to low:
SMILES	CRFR2-BP antag	pCIP destab	VIM-2 inhibitor	IMP-1 inh	NS3 helicase inh	IDE cell inh	GalR3 antag	IDE cell activ	UBC9 SUMO inh
COCC(C)n1c(SCC(=O)NC2CCCCC2C)nc2ccccc2c1=O (centres undefined)	6	·	·	·	·	1	-3	0	·
NC(=O)COC(=O)c1cccc(NS(=O)(=O)/C=C/c2ccccc2)c1	-5	-4	-2.0	-1.7	-14	-3	-5	1	-4
COc1ccccc1NS(=O)(=O)c1cc2c3c(c1)CCN3C(=O)CC2	-2	·	·	·	·	-1	2	4	·
O=C(CCCc1ccccc1)N1CCc2ccccc21	-3	-12	-1.4	-3.7	-17	0	-3	0	15

(listing goes on)
SMILES	CRFR2-BP antag	pCIP destab	VIM-2 inhibitor	IMP-1 inh	NS3 helicase inh	IDE cell inh	GalR3 antag	IDE cell activ	UBC9 SUMO inh
Cc1ccccc1CN1CCN(C2CCC2)CC1CCO (centres undefined)	0	-4	-1.1	-3.8	-5	3	-2	-2	6
COc1ccc(C(=O)Nn2c(C3CCC3)nc3ccccc3c2=O)c(OC)c1	1	-12	-3.4	-4.1	-8	6	-6	-5	17
Cc1ccc(NC(=O)CCN2CCCCC2)cc1	-4	0	-2.5	-0.7	-4	-7	-8	2	8
CCC(=O)Nc1cccc(-c2nnc(SCC(=O)c3ccccc3)n2C)c1	2	7	2.5	-3.0	-6	2	-4	7	11
O=C(COc1ccc(Cl)cc1Cl)NC1CCSC1=O (centres undefined)	4	-2	-2.5	-1.8	5	1	0	0	-6
CC1CCCC(C)N1C(=O)Cn1nnc(-c2ccc([N+](=O)[O-])cc2)n1 (centres undefined)	3	-10	-0.4	-3.8	10	0	3	3	-1
O=C(CSc1n[nH]c(-c2ccccn2)n1)Nc1ccccc1F	-9	-9	9.6*	-3.6	9	7	-8	6	-25
